BoNT-A LC inh2 = BoNT/A light chain protease inhibitors, primary screen, biochemical, flow cytometry, MLPCN library | multiplex microsphere protease substrate cleavage | inhibition, % at 10 µM | hit rate 0.17% among 360,000 | AID 588499, 2011; further: plate controls were buffer without enzyme for full effect and enzyme alone for no effect
PrPC TRFRET = inhibitors of human cell surface prion protein PrPC, primary screen, cell-based, TR-FRET; Major prion protein (Homo sapiens), P04156; TR-FRET read-out; inhibition, % at 13.8 µM; hit rate 0.43% among 370,000; AID 720596, 2013; in the data active means inhibition above about 24%; further: 0% = median of the test wells and 100% = reference compound wells
Yp Topo-I inh = Yersinia pestis topoisomerase I inhibitors, primary screen, biochemical, cleavage product accumulation, plate reader, single point. DNA topoisomerase I (Yersinia pestis CO92). Y. pestis Topo-I cleavage product accumulation. activity, % at 10 µM. hit rate 0.064% among 360,000. AID 504884, 2011; in the data active means activity above about 50%, passing the limit was not always enough; inconclusive means no clear call, values can overlap the other calls; further: inactives centre near 2
TcdB inh = TcdB glycohydrolase inhibitors, primary screen, biochemical, single point, plate reader. Toxin B (Clostridioides difficile), P18177. TcdB glycohydrolase enzymatic assay. inhibition, % at 9.99 µM. hit rate 0.24% among 350,000. AID 652162, 2013; in the data active means inhibition above about 10%
Target sequence (P18177 whole entry, looked up): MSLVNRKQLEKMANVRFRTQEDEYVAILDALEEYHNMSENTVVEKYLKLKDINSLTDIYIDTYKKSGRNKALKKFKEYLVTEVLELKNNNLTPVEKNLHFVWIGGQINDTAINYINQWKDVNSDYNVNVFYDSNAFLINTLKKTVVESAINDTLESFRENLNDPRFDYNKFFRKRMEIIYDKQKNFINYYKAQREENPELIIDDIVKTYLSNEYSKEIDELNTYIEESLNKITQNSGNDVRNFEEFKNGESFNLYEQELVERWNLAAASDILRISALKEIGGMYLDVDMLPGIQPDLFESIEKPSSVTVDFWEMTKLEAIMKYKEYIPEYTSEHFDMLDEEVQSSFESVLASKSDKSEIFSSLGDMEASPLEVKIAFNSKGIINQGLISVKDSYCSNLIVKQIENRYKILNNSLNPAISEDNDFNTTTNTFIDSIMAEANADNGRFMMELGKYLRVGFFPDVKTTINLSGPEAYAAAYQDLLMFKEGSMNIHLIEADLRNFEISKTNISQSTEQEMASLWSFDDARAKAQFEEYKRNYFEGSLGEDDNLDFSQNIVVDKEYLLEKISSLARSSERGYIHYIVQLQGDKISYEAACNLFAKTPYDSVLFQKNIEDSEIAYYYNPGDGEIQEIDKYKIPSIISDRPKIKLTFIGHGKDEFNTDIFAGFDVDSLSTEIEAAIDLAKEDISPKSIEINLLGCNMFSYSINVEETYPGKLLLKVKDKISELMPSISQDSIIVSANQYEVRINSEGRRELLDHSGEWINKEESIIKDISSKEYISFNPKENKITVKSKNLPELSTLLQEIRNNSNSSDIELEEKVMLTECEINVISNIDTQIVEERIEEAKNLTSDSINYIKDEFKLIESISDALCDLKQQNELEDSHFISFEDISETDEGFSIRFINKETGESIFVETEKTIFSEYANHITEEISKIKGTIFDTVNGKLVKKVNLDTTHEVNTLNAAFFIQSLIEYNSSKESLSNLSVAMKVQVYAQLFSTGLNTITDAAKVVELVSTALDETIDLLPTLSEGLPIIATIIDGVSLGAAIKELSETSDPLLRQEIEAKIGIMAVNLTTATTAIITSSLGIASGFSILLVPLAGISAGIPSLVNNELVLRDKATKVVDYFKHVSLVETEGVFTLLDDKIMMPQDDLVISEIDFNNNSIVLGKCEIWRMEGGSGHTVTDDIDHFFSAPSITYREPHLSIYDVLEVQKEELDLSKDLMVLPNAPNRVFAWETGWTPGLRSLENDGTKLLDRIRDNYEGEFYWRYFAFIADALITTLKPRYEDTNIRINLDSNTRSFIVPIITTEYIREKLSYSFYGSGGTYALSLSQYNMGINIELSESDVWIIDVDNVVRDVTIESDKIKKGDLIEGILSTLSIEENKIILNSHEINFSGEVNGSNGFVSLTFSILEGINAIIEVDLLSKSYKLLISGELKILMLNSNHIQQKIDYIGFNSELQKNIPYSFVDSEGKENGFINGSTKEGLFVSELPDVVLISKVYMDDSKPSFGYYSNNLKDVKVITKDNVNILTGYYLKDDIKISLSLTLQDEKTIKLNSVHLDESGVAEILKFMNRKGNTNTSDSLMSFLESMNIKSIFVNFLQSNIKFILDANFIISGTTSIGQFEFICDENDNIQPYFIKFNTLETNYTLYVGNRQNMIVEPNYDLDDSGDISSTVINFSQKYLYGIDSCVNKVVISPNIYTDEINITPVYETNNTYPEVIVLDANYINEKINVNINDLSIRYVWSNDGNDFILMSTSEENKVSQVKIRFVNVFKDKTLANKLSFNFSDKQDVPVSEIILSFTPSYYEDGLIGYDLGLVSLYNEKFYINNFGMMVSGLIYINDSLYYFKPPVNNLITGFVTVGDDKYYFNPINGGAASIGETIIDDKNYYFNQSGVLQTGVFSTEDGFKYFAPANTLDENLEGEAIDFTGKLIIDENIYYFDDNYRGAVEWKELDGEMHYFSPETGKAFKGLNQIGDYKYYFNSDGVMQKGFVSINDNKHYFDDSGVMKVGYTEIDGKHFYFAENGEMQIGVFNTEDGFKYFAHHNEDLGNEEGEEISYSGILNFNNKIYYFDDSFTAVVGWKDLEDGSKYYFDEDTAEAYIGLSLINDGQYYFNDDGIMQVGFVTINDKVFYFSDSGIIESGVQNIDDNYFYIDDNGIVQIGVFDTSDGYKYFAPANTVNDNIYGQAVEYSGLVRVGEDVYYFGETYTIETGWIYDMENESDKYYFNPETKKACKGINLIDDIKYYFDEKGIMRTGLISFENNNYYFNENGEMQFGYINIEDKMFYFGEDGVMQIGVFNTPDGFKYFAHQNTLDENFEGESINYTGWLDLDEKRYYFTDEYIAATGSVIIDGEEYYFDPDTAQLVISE
BoNT F protease = BoNT/F light chain protease inhibitors, primary screen, biochemical, flow cytometry, MLPCN library | Botulinum neurotoxin type F light chain protease (Clostridium botulinum) | Multiplex microsphere protease cleavage assay | inhibition, % at 10 µM | hit rate 0.22% among 360,000 | AID 588497, 2011; in the data active means inhibition above about 35%, passing the limit was not always enough; inconclusive means no clear call, values can overlap the other calls; further: plate controls were buffer without enzyme for full effect and enzyme alone for no effect
Anthrax LF inh2 = Bacillus anthracis LF protease inhibitors, primary screen, biochemical, multiplex microsphere, MLPCN library | Lethal factor (Bacillus anthracis), P15917 | multiplex microsphere protease cleavage assay | inhibition, % at 10 µM | hit rate 0.12% among 360,000; further: plate controls were buffer without enzyme for full effect and enzyme alone for no effect
CCHFV vOTU inh = CCHFV vOTU protease inhibitors, primary screen, biochemical, Pep-AMC substrate, fluorescence | inhibition, % at 11.5 µM | hit rate 0.55% among 370,000; in the data active means inhibition above about 30%; further: 0% = vehicle wells with enzyme and 100% = no enzyme wells
FadD28 FP inh = inhibitors of FadD28 bisubstrate probe binding, primary screen, biochemical, fluorescence polarization, single point; Mycobacterium tuberculosis FadD28 fatty-acid-AMP ligase; inhibition, % at 12.5 µM; hit rate 0.22% among 360,000; in the data active means inhibition above about 8.5%, passing the limit was not always enough; inconclusive means no clear call, values can overlap the other calls
PfHsp40 rescue = rescue of yeast from PfHsp40 toxicity, primary screen, S. cerevisiae, ATP luminescence. S. cerevisiae expressing PfHsp40, growth rescue. hit rate 0.68% among 340,000. growth rescue, % at 12.5 µM; in the data active means growth rescue above about 28%, passing the limit was not always enough; inconclusive means no clear call, values can overlap the other calls;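 further: yeast W303a lacking pdr1 and pdr3 grown in galactose medium; growth measured after three days at 30 °C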
* hit, by the source's call; ? = inconclusive; / = no result given; & = joins results of further samples. Unless noted, no stated cut-off is given here; in the data, active means inhibition above about 30%; inconclusive means no clear call, values can overlap the other calls; inactive means below that. Rows were taken by chance (roughly 2.3% active in at least one column).

SMILES	BoNT-A LC inh2	PrPC TRFRET	Yp Topo-I inh	TcdB inh	BoNT F protease	Anthrax LF inh2	CCHFV vOTU inh	FadD28 FP inh	PfHsp40 rescue
O=C(NCCNC(=O)c1ccccn1)c1cccc(F)c1	1.1	7	7	-0.7	20	9	-6	-0.5	-0.5
CCOC(=O)C(CC(=O)Nc1nc(C(C)=O)c(C)s1)C(C)c1ccccc1 (stereo not drawn)	-2.7	8	-1	-4.5	28	0	1	-1.0	-2.7
CC(=O)Nc1ccc2c(c1)[nH]c(=O)c1ccccc12	0.4	-8	5	-1.6	2	-4	-14	-4.9	1.7
C=CCn1c(-c2cc(-c3ccccc3)sc2N)n[nH]c1=S	-7.3	-4	-4	6.2	-54	?	6	-2.4	-1.4
COc1cccc(CN2CC(C(=O)NCCc3cn4cccnc4n3)CCC2=O)c1 (stereo not drawn)	-0.4	6	0	0.0	-2	-7	-56	-2.5	/
O=C(O)CSc1nc2c(c(C(F)(F)F)n1)CCCC2	0.5&-1.3	-1&-1	-3&8	0.9&-0.5	-9&-4	0&-4	-7&6	0.7&-3.5	-1.7&-1.3
O=S(=O)(NCCc1ccccc1)c1ccc(F)cc1Br	0.0	7	4	3.3	-9	0	-1	-2.3	-0.1
CCn1c(CC(=O)Nc2ccc(C)cc2)nnc1SCC(=O)N1CCN(c2ccccc2)CC1	-5.3	6	-8	/	-10	3	-2	0.3	0.7
O=C(COc1ccc(S(=O)(=O)N2CCOCC2)cc1)Nc1ccccc1C(F)(F)F	3.6	7	-4	/	5	-3	5	-2.4	-1.5
Cc1cccc(C(=O)N2CCCC(Nc3ccc(C)c(C)c3)C2)n1 (stereo not drawn)	-1.2	7	-6	0.2	-7	1	-9	-1.8	-0.1
O=C(c1cccc(Br)c1)N1CCN(C(=O)N2CCCCC2)CC1	-2.0	-2	-2	3.6	-20	0	22	0.3	-0.4
COc1ccc(C)cc1NC(=O)c1ccccc1NS(=O)(=O)c1cccc2cccnc12	-0.6	3	2	/	-10	3	7	-1.8	0.3

Compound profiles (already shown):
`O=C(O)CSc1nc2c(c(C(F)(F)F)n1)CCCC2` in the list: BoNT-A LC inh2 = 0.5&-1.3; PrPC TRFRET = -1&-1; Yp Topo-I inh = -3&8; TcdB inh = 0.9&-0.5; BoNT F protease = -9&-4; Anthrax LF inh2 = 0&-4; CCHFV vOTU inh = -7&6; FadD28 FP inh = 0.7&-3.5; PfHsp40 rescue = -1.7&-1.3
`O=C(NCCNC(=O)c1ccccn1)c1cccc(F)c1` in the list: BoNT-A LC inh2 = 1.1; PrPC TRFRET = 7; Yp Topo-I inh = 7; TcdB inh = -0.7; BoNT F protease = 20; Anthrax LF inh2 = 9; CCHFV vOTU inh = -6; FadD28 FP inh = -0.5; PfHsp40 rescue = -0.5

(further entries)
SMILES	BoNT-A LC inh2	PrPC TRFRET	Yp Topo-I inh	TcdB inh	BoNT F protease	Anthrax LF inh2	CCHFV vOTU inh	FadD28 FP inh	PfHsp40 rescue
CC(=O)c1cc(C#N)c(NCCCN(C)C)nc1C	0.0	3	14	0.7	-4	-3	-2	0.6	-1.1
Cc1ccc(C(=O)N2CCC3(CC2)NCCc2[nH]cnc23)cc1C	-1.1	7	1	1.3	-1	0	16	0.0	0.5
O=C(CSc1nnnn1-c1ccc(Cl)c(C(=O)O)c1)NC(c1ccccc1)c1ccccc1	-0.6	-2	4	-1.2	-11	4	-3	-4.1	-0.5
CCOc1cc2c(cc1OCC)C(c1ccc(O)c(OC)c1)NCC2 (stereo not drawn)	0.1	-4	-1	1.6	-4	4	7	-2.4	0.1
CCC(=O)Nc1ccc(OCc2nc3ccccc3s2)cc1	-0.8	3	-5	0.4	-1	-2	-8	-3.6	1.8
CCC(C)(C)NC(=O)C(c1ccco1)N(C(=O)Cn1nnc2ccccc21)c1ccc2c(c1)OCO2 (stereo not drawn)	-0.5	-1	18	/	-3	0	9	-3.8	7.5
CC1CCN(CCCNC(=O)c2cc3c(s2)-c2ccccc2OC3)CC1	-1.8	-19	-1	1.5	-4	-4	-386	-19	0.1
CC(=O)c1c(C)[nH]c(C(=O)OCc2csc(CC(=O)Nc3ccccc3C)n2)c1C	-0.2	7	13	0.3	4	-6	11	-2.6	0.1
Clc1cccc(CNc2ccn3nc(-c4ccco4)cc3n2)c1	0.2	-6	-1	0.0	-8	-5	3	-2.4	/
COc1cccc(NC(=O)C2CCN(S(=O)(=O)c3ccc4c(c3)OCCO4)CC2)c1	-0.4	-4	-10	/	-3	-8	-5	1.6	-0.3
CCN1CCN(c2ccc([N+](=O)[O-])c(Sc3nc4ccccc4[nH]3)c2)CC1	-1.3	-43	8	0.4	-13	-1	8	-3.8	-1.3
CCCN(Cc1cc2cc(C)ccc2[nH]c1=O)C(=O)c1cccc([N+](=O)[O-])c1	-1.5	8	11	0.6	-10	-14	-7	-1.3	-0.6
O=C(C1CCN(C2CC(=O)N(c3ccc(F)cc3)C2=O)CC1)N1CCOCC1 (stereo not drawn)	-2.1	-4	-5	/	-37	-8	14	-1.4	7.6
COc1cccc(-c2nnc3sc(C4CCCCC4)nn23)c1	1.0	-1	13	/	6	-6	-5	-6.0	0.5
O=C(CSc1ccc2nnc(CCNC(=O)c3ccccc3)n2n1)NCc1ccc(F)cc1	1.2	4	-8	0.3	1	-4	-8	1.1	0.0
Cc1ccc(C(=O)CSc2nc(N)cc(=O)[nH]2)cc1	0.6	-2	3	/	8	11	-3	-3.2	-1.5
CCC1CCCCN1C(=S)Nc1ccc(SC(F)F)cc1 (stereo not drawn)	-0.2	-2	0	1.1	-5	0	-13	-1.3	-1.7
O=C(CSc1nnc(NC(=O)c2ccccc2[N+](=O)[O-])s1)NCC1CCCO1 (stereo not drawn)	0.2	-4	-10	0.6	5	1	20	-0.6	0.0
O=C(O)Cc1ccc2oc(-c3ccccn3)nc2c1	0.6	-8	5	0.2	-5	-6	3	-0.5	-1.2
Cc1ccc(S(=O)(=O)N2CCN(C(=O)COC(=O)c3ccc(Br)o3)CC2)c(C)c1	0.9	-3	24	-0.9	-9	2	-7	-4.3	-0.1
CC(C)CC(=O)N1CCN(Cc2cccc(Cl)c2)CC1	/	3	4	0.3	/	/	1	-1.9	-0.2
CC1(C(=O)N/N=C/c2ccccc2)CC1(Br)Br (stereo not drawn)	-0.3	0	5	1.4	-1	1	17	0.3	-0.8
O=C(c1ccccc1)c1coc2c1C(=O)c1ccccc1C2=O	0.2	-5	-6	0.2	-4	-5	34*	-1.0	1.5
O=C(CC1SC(N2CCOCC2)=NC1=O)Nc1ccc(Cl)cc1 (stereo not drawn)	1.0	6	2	1.3	0	1	-6	-2.1	0.0
O=C(O)c1sc2cccc(Cl)c2c1Cl	0.4	21	6	1.0	-2	-1	18	-2.2	-1.3
COc1ccc2[nH]c(=O)c(CN(c3ccccc3OC)S(=O)(=O)c3ccccc3)cc2c1	0.0	1	-9	0.2	-1	2	6	-0.1	-0.6
Cc1c(OCC(F)(F)F)ccnc1CSc1nc2ccccc2[nH]1	-1.0	1	-8	/	-2	0	-1	-2.4	1.1
Cc1cc(=O)[nH]c(SCc2cccc3ccccc23)n1	-2.9	-6	16	0.6	-2	-14	-12	0.0	1.2
COc1ccccc1N1CCN(Cc2ccccc2)CC1	0.3	0	11	0.9	-26	5	-10	-2.7	?
O=C(COc1ccc2c(-c3ccccc3)cc(=O)oc2c1)NCc1cccs1	-0.3	5	44	/	3	2	-10	-2.5	0.1
CCCCS(=O)c1c(O)c2ccccc2[nH]c1=O (stereo not drawn)	0.2	1	2	1.6	16	1	15	-1.5	-1.1
CCc1nc2oc3cc(OC)ccc3c(=O)c2c(=O)n1-c1ccccc1	4.4	-4	4	/	6	-3	1	-2.4	-1.6
CC(=O)N/C(=N\OCc1ccc(Br)cc1)c1nonc1NC(C)=O	1.0	6	-5	/	12	0	-16	-2.0	1.4
O=[N+]([O-])c1ccccc1/C=N/n1c(C(F)(F)F)n[nH]c1=S	-0.5	-6	-5	3.0	-4	2	-1	2.3	-2.1
CCCCCn1c(N2CCN(Cc3ccccc3)CC2)nc2c1c(=O)[nH]c(=O)n2C	0.6	1	8	/	-2	-11	5	-0.2	-0.2
CCn1c(SCC(=O)NCC2CCCO2)nnc1-c1ccccc1 (stereo not drawn)	-0.7	0	3	/	-8	1	-1	-1.5	-2.0
C=C(C)CNC(=S)Nc1ccc(S(=O)(=O)Nc2cnc3ccccc3n2)cc1	-1.1	2	1	-2.3	1	-9	-6	-5.0	-1.0
COc1ccc(NC(=O)CSc2nnc(-c3cc(C)[nH]n3)n2N)cc1OC	0.9	-4	-3	1.9	3	0	6	-4.4	-0.8
Cn1c(=O)c2nc(-c3ccc(Cl)cc3Cl)oc2c2ccccc21	0.2	-8	5	2.4	4	-4	1	-3.8	-0.5
CC(C)(C)C1CCC(=NNc2ccc(S(N)(=O)=O)cc2[N+](=O)[O-])CC1 (stereo not drawn)	-0.4	-8	11	0.3	-7	-2	7	-2.9	-0.8
COc1ccc(NC(=O)C2CCCN(S(=O)(=O)c3c(C)n[nH]c3C)C2)cc1 (stereo not drawn)	1.0	-3	9	/	26	0	5	-1.6	-1.3
COc1ccccc1NC(=O)CSc1nnc(CC(=O)Nc2ccccc2)n1C	-0.4	7	-4	/	-7	22	-6	0.0	-1.1
COC(=O)c1cc(C(=O)NCCCN2CCOCC2)cc([N+](=O)[O-])c1	-1.4	-25	0	1.1	-9	-2	6	2.2	-0.8
O=C(O)c1cccc(S(=O)(=O)Nc2ccc(OCc3ccccc3)cc2)c1	1.4	3	15	0.5	6	-7	12	-3.6	0.3
CCOC(=O)Cc1csc(NC(=O)CSc2nnc3ccccn23)n1	-0.7	7	-2	-6.8	-8	-2	15	1.0	-0.6
Cc1ccc(NC(=O)CSc2nnc(CNC(=O)c3ccco3)o2)cc1Cl	1.9	-2	2	0.5	5	2	0	-2.0	-0.3
COCCn1nnnc1C(c1cc2c(C)cc(C)cc2[nH]c1=O)N1CCCCCC1 (stereo not drawn)	4.0	/	-4	/	-2	3	/	-4.8	-1.3
O=C(c1nnsc1S(=O)(=O)c1ccc(Cl)cc1)N1CCOCC1	-0.5	14	0	0.5	2	-1	2	-0.9	-0.8
CC1(C)CC(=O)C2=C(C1)NC(SCC(N)=O)=C(C#N)C21CCCCC1	-0.7	-1	4	/	-17	-2	6	0.1	-0.3
O=C(Nc1ccccc1N1CCOCC1)c1ccc(N2CCOCC2)c([N+](=O)[O-])c1	0.9	-13	30	1.3	8	-2	8	-1.3	-0.6
COCCNC(=S)N/N=C/c1ccc(N2CCOCC2)cc1	-1.5	5	-10	-14	-6	-3	-51	-1.1	1.6
N/C(CSc1ccccn1)=N\OCc1c(Cl)cccc1Cl	0.3	2	1	0.2	?	27	0	0.7	-0.9
CCC(NC(=O)Nc1ncccc1C)(C(F)(F)F)C(F)(F)F	-0.5	1	1	/	-4	0	-12	-3.0	0.9
N#C/C(=C/c1ccc(N2CCCCCC2)o1)c1cccc(F)c1	4.2	1	0	/	2	-1	-7	4.7	0.2
O=C(NCCN1CCCC1)c1ccc2c(c1)N(Cc1ccccc1)C(=O)c1ccccc1S2(=O)=O	-1.9	0	-16	0.5	6	-3	-5	-4.8	-1.1
CCCCNC(=O)COC(=O)c1ccc(NC(C)=O)cc1	1.1	-4	-11	0.9	0	1	0	-2.4	1.5
COc1ccc(Nc2ncnc3c2cnn3Cc2ccccc2)cc1	1.0	22	9	/	2	0	1	1.0	3.5
